# TRb SRC2 PPI = inhibitors of human thyroid hormone receptor beta-SRC2 interaction; P10828; TRbeta-SRC2 peptide binding, fluorescence polarization; receptor liganded with 1 µM T3; Potency, µM (titrated, usually from 106 µM), inactives show at the top dose activity change, negative = inhibition, hits mostly inhibitors; 280,000 compounds, 0.065% hits;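 note: plate controls were bound peptide for no effect and peptide without receptor for full effect; nearly all actives have a fitted effect of over 50% in size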
#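 Assay buffer: 20 mM Tris-HCl, 100 mM NaCl, 10% glycerol, 1 mM EDTA, 0.01% NP-40, 1 mM DTT, 1 uM T3, 5% DMSO; TRb LBD 0.6 uM, Texas Red SRC2 20 nM; FP after 5 hr.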
# ALDH1A1 block = ALDH1A1 (human) enzyme inhibition; P00352; Purified ALDH1A1, NADH fluorescence, propionaldehyde substrate; Potency, µM (titrated, usually from 75.3 µM), without a hit: top-dose activity, negative = inhibition, hits mostly inhibitors; 220,000 compounds, 7.3% hits; AID 1030; active = well fitted inhibition curve with a large enough effect, not every such curve was filed as active; inconclusive = small, poorly fitted or top-dose-only effect, or another doubt; inactive = no such curve, though single readings can be large or run the other way;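 note: plate controls were no enzyme wells and a reference inhibitor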
# Target sequence (P00352 whole entry, looked up): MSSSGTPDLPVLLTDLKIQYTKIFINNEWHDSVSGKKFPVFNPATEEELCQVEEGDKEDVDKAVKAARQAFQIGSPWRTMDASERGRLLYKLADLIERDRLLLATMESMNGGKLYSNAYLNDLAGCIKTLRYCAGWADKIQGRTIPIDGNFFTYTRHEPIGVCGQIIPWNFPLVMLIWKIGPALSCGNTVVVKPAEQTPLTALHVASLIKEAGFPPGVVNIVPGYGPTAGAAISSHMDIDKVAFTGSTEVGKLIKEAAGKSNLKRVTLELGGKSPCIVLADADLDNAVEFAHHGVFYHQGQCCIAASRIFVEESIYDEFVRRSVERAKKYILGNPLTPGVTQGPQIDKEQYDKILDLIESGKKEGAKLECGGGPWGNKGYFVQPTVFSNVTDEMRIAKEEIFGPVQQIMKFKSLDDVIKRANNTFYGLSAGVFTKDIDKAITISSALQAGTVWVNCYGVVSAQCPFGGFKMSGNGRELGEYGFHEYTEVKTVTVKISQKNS
# L3MBTL1 block = inhibitors of human L3MBTL1; Potency, µM (top dose mostly 57.1 µM), inactives show at the top dose activity, negative = inhibition, usual class: inhibitors; AID 485360; AlphaScreen L3MBTL1–H3K9me1 peptide binding; 230,000 compounds, 0.66% hits; note: nearly all actives have a fitted effect of over 60% in size
#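 Read-out is AlphaScreen signal from streptavidin donor and nickel chelate acceptor beads (10 ug/mL final each) bridging L3MBTL1 (50 nM) and biotinylated K9-monomethylated H3(1-15) peptide (75 nM), after 30 min compound exposure at room temperature.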
# Tau fibril ThT = blocks human tau fibril formation measured by thioflavin T; recombinant tau K18 P301L, heparin-induced fibrillization, ThT fluorescence; AID 1460; 270,000 compounds, 2.1% hits; Potency, µM (titrated, usually from 57.4 µM), without a hit: at the top dose activity, negative = inhibition, most hits filed as inhibitors; P10636; note: nearly all actives have a fitted effect of over 55% in size
# Target sequence (P10636 561-689 P618L limits assumed): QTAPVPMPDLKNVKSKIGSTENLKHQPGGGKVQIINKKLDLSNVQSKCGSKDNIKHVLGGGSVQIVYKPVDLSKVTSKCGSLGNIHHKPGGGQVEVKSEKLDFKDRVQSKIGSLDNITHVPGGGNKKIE
#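 Heparin-induced (20 uM) aggregation of recombinant human K18 P301L tau, 15 uM unlabeled with 0.24 uM labeled, pH 7 acetate buffer, 6 hr at 37 C with compound. Fibrils quantified by 30 uM ThT fluorescence after 1 hr ambient incubation.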
# aGal spleen mod = alpha-galactosidase A (human) modulation | P06280 | human spleen homogenate, 4MU-alpha-Gal fluorescence, 40 min | Potency, µM (top dose mostly 80 µM), without a hit: top-dose activity change, negative = inhibition, most hits filed as inhibitors | 240,000 compounds, 0.008% hits | AID 2107;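 note: 0% = enzyme with vehicle and -100% = no enzyme basal signal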
# Target sequence (P06280 32-429 limits assumed): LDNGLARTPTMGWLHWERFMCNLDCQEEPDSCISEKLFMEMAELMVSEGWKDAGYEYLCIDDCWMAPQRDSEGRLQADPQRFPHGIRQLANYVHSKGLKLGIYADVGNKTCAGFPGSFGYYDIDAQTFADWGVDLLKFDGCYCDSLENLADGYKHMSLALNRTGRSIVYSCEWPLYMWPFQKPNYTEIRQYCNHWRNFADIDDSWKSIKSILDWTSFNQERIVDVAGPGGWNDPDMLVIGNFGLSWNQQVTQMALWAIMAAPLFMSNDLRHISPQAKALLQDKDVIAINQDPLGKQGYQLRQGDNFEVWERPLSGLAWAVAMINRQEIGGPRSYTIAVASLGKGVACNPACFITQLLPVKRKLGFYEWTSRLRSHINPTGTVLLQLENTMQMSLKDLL
#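 Inhibition or activation of alpha-galactosidase in human spleen homogenate is scored by 4-MU fluorescence after 40 min at 37C, pH 5.0, with 1 mM substrate. AC50s come from concentration-response fitted to the Hill equation.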
# Tau fluor cs = counter-screen for tau fibril formation inhibitors | Potency, µM (highest dose often 57.7 µM), for inactives: at the highest dose activity change, negative = decrease | tau K18 P301L Alexa594 fluorescence, heparin fibrillization | 280,000 compounds, 0.93% hits | AID 1463; note: nearly all actives have a fitted effect of over 55% in size
#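 Human tau K18 P301L (15 uM unlabeled, 0.24 uM Alexa 594-labeled) in 100 mM sodium acetate pH 7 with 20 uM heparin, 6 hr at 37 C. ThT 30 uM added, 1 hr ambient; Alexa 594 FP and total fluorescence read at 555/632 nm.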
# TexasRed fluor = Texas Red fluorescence interference in TRb-SRC2 counter-screen. TRb/SRC2 Texas Red total fluorescence interference. Potency, µM (highest dose often 106 µM), for inactives: top-dose fluorescence change, negative = quenching. 280,000 compounds, 0.29% hits; active = well fitted curve in either direction with a large enough effect; inconclusive = small, poorly fitted or top-dose-only effect
#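 Flags fluorescent or light-absorbing compounds by total fluorescence, S + 2P, at 555 nm excitation and 632 nm emission. Mixture: 20 nM Texas Red SRC2 peptide, 0.6 uM human TRb LBD, 1 uM T3, 5% DMSO; compound exposure 5 h at ambient temperature.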
# Tau FP inhib = inhibitors of human tau fibril formation. P10636. 280,000 compounds, 0.39% hits. Potency, µM (series often up to 57.7 µM), for inactives: at the top dose activity, negative = inhibition, most hits filed as inhibitors. K18 P301L tau heparin fibrillization, Alexa594 FP, 6 h; note: nearly all actives have a fitted effect of over 55% in size
#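 Recombinant K18 P301L […], labeled with Alexa 594 at 0.24 uM over 15 uM unlabeled; heparin inducer 20 uM final; 37 C, 6 hr; FP endpoint.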
# Starred values were filed as active, the others as inactive; ? = inconclusive; · = no result given; [ ] = dose if it differs, or a comment. Unless noted, calls come from the whole dose curve; as a rule, active = well fitted curve in the direction sought with a large enough effect; inconclusive = small, poorly fitted or top-dose-only effect, or another doubt; inactive = no such curve, though single readings can be large; an effect the other way counts as inactive or inconclusive. Unless noted, % is set by controls: 0 for no effect and ±100 for the full control effect; potency is the fitted concentration of half-maximal effect. Compounds as they come. About 8.5% of those tested had a hit in this group.
# Each structure is followed by: TRb SRC2 PPI, ALDH1A1 block, L3MBTL1 block, Tau fibril ThT, aGal spleen mod, Tau fluor cs, TexasRed fluor, Tau FP inhib
[1] CC(C)c1ccc(NNC(=O)C2CCC2)cc1
 : -4%, ?, -4%, -8%, 5%, -17%, -1%, 0%
[2] Cc1ccc(C)c(S(=O)(=O)NCCCn2ccnc2)c1
 : 0%, -5%, -4%, 4%, 4%, 5%, -2%, -2%
[3] O=C(NN1c2ccccc2CCc2ccccc21)c1ccccc1Br
 : 2%, 8%, -2%, 4%, 3%, -1%, -9%, -1%
[4] Cc1sc2ncnc(OCC(=O)NC(C)C)c2c1C
 : -10%, 3%, 0%, -3%, 1%, 3%, -2%, 5%
[5] CCSc1nnc2c(n1)OC(c1ccc(C)cc1)N(C(C)=O)c1ccccc1-2 (stereo unspecified)
 : -3%, ·, ·, -11%, ·, -8%, -1%, 6%
[6] Cc1ccc(C(C(=O)NCc2ccc(F)cc2)N(CCCO)C(=O)C2COc3ccccc3O2)o1 (stereo unspecified)
 : 9%, -13%, -3%, 1%, 1%, -5%, -2%, 8%
[7] Cc1ccc(-c2nc3sc(CCNC(=O)c4ccc(C)c(C)c4)c(C)n3n2)cc1
 : -5%, ·, ·, ?, ·, -5%, -1%, -8%
[8] CCCOc1ccc(C2=NC(c3ccc(F)cc3)=Nc3ccc(OC)cc3N2)cc1
 : -3%, ·, ·, ?, ·, ?, -1%, 14%
[9] O=C(CCc1ccc(S(=O)(=O)NCc2ccccc2)cc1)NCc1ccco1
 : -1%, ?, -3%, 8%, -6%, 2%, -1%, -4%
[10] Fc1ccccc1-c1nc(-c2cnccc2C(F)(F)F)no1
 : 10%, -4%, 24%, 2%, -5%, -8%, -1%, -1%
[11] COc1ccc(OCC(=O)Nc2ccc3c(c2)nc(CCNC(=O)c2ccco2)n3C)cc1
 : -12%, ·, ·, ?, ·, -15%, ?, -16%
[12] Cc1ccc(C(=O)CC(C(=O)O)n2cnc([N+](=O)[O-])n2)cc1 (stereo unspecified)
 : -4%, 13%, 12%, -2%, 6%, 7%[2.34 µM], 0%, 7%[2.34 µM]
[13] COc1cc(NC(=O)c2cccs2)c(C(=O)OCC(=O)NC(=O)NC(C)(C)C)cc1OC
 : 11%, -6%, ·, -16%, -2%, ?, -2%, -16%
[14] Cn1c(-c2c(N)n(C3CCCC3)c3nc4ccccc4nc23)nc2ccccc21
 : 7%, 5%, 45%[activator], ?, 9%, ?, 1%, -3%
[15] CCCOC1CCCN(C(=O)CCc2nnc(Cc3cccc(C)c3)o2)C1 (stereo unspecified)
 : 5%, 6%, 6%, -1%, 1%, 9%, -1%, 11%
[16] CCn1c(/C(C#N)=C/c2ccccc2Cl)nc2ccccc21
 : -3%, ·, ·, ?, ·, -10%, -2%, 7%
[17] O=C(Nc1nnc(S(=O)(=O)N2CCCc3ccccc32)s1)c1ccccc1Cl
 : -2%, ·, ·, ?, ·, -19%, 3%, -5%
[18] CCn1c(C(=O)O)c(CC(=O)Nc2ccccc2F)c2ccccc21
 : -2%, 7%, 5%, -10%, -14%, -3%, 1%, 2%
[19] Cc1no[n+]([O-])c1COc1ccccc1/C=N/n1nnnc1N
 : -2%, -2%, 2%, -5%, 2%, -10%, -3%, -10%
[20] CCOC(=O)c1ccc(NC(=O)c2nc[nH]c2C(=O)N[C@@H](CC(C)C)C(=O)OCc2ccccc2)cc1
 : -1%, ·, ·, ?, 16%, -30%, -2%, 8.9µM*
[21] O/N=C1\CCCc2ccc3ccccc3c21
 : -5%, ·, 0%, -12%, 15%, -8%, -3%, 4%
[22] Cc1[nH][nH]c(=O)c1C(c1c(C)[nH][nH]c1=O)c1cn(C)c2ccccc12
 : -13%, ?, -30%, 6%, -17%, 9%, -5%, 4%
[23] Cc1cc(C)nc(NC=C2C(=O)OC(C)(C)OC2=O)n1
 : 0%, 4µM*, -1%, -5%, -11%, -2%, -3%, -8%
[24] COc1ccc(CCCc2nnc(SCC(=O)Nc3nc(C)cs3)n2C)cc1C
 : 3%, 4%, 1%, -15%, 4%, -12%, -5%, -3%
[25] COc1ccc(NC(=S)Nc2ccc(N)c([N+](=O)[O-])c2)cc1
 : 0%, 25µM*, ·, 16µM*, -5%, ?, -6%, 3%
[26] Cc1ccc([N+](=O)[O-])cc1S(=O)(=O)N1CCN(C)CC1
 : -6%, -3%, -15%, 5%, 7%, -2%, 1%, -9%
[27] COc1cc2c(cc1OC)C(COc1ccc(F)cc1)N(C(=O)c1ccccc1F)CC2 (stereo unspecified)
 : 7%, ·, ·, -8%, ·, -12%, -2%, 0%
[28] CC(C)c1nn2c(=O)cc(COC(=O)c3ccc(NC(=O)c4cccs4)cc3)nc2s1
 : 10%, ·, ·, 17%, ·, 16%, -2%, -3%
[29] CN1CCN(C(=S)c2ccc(-c3cccc([N+](=O)[O-])c3)o2)CC1
 : 3%, ·, -14%, ?, 1%, ?, -1%, -7%
[30] c1ccc(-c2nc(N3CCCCC3)nc3ccccc23)cc1
 : 5%, -10%, 291%[activator], 1%, 2%, 1%, -3%, -3%

# The closing three compounds of the part above are carried over, then new ones follow.
# Each structure is followed by: TRb SRC2 PPI, ALDH1A1 block, L3MBTL1 block, Tau fibril ThT, aGal spleen mod, Tau fluor cs, TexasRed fluor, Tau FP inhib
[28] CC(C)c1nn2c(=O)cc(COC(=O)c3ccc(NC(=O)c4cccs4)cc3)nc2s1
 : 10%, ·, ·, 17%, ·, 16%, -2%, -3%
[29] CN1CCN(C(=S)c2ccc(-c3cccc([N+](=O)[O-])c3)o2)CC1
 : 3%, ·, -14%, ?, 1%, ?, -1%, -7%
[30] c1ccc(-c2nc(N3CCCCC3)nc3ccccc23)cc1
 : 5%, -10%, 291%[activator], 1%, 2%, 1%, -3%, -3%
[31] Nc1ccc2c(c1)C(=O)N(CCCCCC(=O)O)C2
 : 2%, ?, 6%, -6%, 0%, -1%, -1%, 0%
[32] O=C(NNC(=O)c1ccccc1[N+](=O)[O-])c1cccs1
 : 3%, -2%, ·, -3%, 10%, -8%, -1%, -4%
[33] COc1ccccc1NC(=O)C1=C(C)Nc2nc(CCCO)nn2C1c1cccc(O)c1 (stereo unspecified)
 : 12%, ·, ·, 6%, ·, -4%, -3%, 8%
[34] COCCn1c(-c2ccc(OC)cc2)cnc1N
 : -3%, -5%, 0%, -12%, -10%, -1%, -7%, 5%
[35] O=C(CC12CC3CC(CC(Br)(C3)C1)C2)Nc1cccc(S(=O)(=O)NC2=NCCC2)c1
 : 0%, 4%, ·, -7%, -1%, -14%, 3%, -2%
[36] COc1ccc(-n2c(Cc3cccn3C)nnc2SCC(=O)NC2CCCC2)cc1
 : 6%, -9%, 3%, -17%, 1%, -1%, 2%, 0%
[37] CCCCCCCCC(=O)N/N=C(\C)c1cccnc1
 : 2%, ?, 12%, -12%, -5%, -8%, -6%, 3%
[38] CC1(C)NC(=O)NC2(C)NC(=O)NC(C)(C)C12 (stereo unspecified)
 : 2%, 9%, -1%, 4%, 9%, 4%, 1%, -3%
[39] COC(=O)c1ccccc1NC(=S)NC(NC(=O)COc1ccccc1)C(Cl)(Cl)Cl (stereo unspecified)
 : 2%, ?, 0%, -1%, -2%, ?, -4%, ?
[40] CC1CN(c2ccc(Oc3ccccc3)cc2)c2nc3c(c(=O)[nH]c(=O)n3C)n2C1 (stereo unspecified)
 : 4%, -5%, 5%, 2%, 3%, -1%, -3%, 10%
[41] Cc1cc(NC(=O)CSc2nc3cc4c(cc3c(=O)n2CCc2ccccc2)OCO4)no1
 : 4%, 13%, 7%, -5%, 7%, -9%, -1%, -10%
[42] CN(C)CCCNC(=O)c1ccccc1Oc1ccccc1
 : -1%, ·, 11%, -7%, 5%, -4%, -5%, 7%
[43] O=C(NCc1ccc2c(c1)OCO2)C1CCN(c2ncccn2)CC1
 : -17%, -4%, 4%, -4%, 0%, -8%, 1%, -15%
[44] O=C(Nc1ccc2c(c1)CCC2)C1CCN(c2ncccn2)CC1
 : -12%, ?, -4%, -19%, 3%, -4%, 2%, 5%
[45] COc1ccc(C(=O)NCc2nnc(SCCOc3ccccc3)n2C)cc1
 : -7%, -15%, 5%, -5%, 4%, -6%, -1%, 1%
[46] Cc1onc(-c2c(F)cccc2Cl)c1C(=O)Nc1sc2c(c1C#N)CCC(C(C)(C)C)C2 (stereo unspecified)
 : -12%, -5%, -11%, -1%, 6%, 4%, -2%, 4%

# Six neighbouring compounds already listed, for reference:
# Each structure is followed by: TRb SRC2 PPI, ALDH1A1 block, L3MBTL1 block, Tau fibril ThT, aGal spleen mod, Tau fluor cs, TexasRed fluor, Tau FP inhib
[38] CC1(C)NC(=O)NC2(C)NC(=O)NC(C)(C)C12 (stereo unspecified)
 : 2%, 9%, -1%, 4%, 9%, 4%, 1%, -3%
[39] COC(=O)c1ccccc1NC(=S)NC(NC(=O)COc1ccccc1)C(Cl)(Cl)Cl (stereo unspecified)
 : 2%, ?, 0%, -1%, -2%, ?, -4%, ?
[40] CC1CN(c2ccc(Oc3ccccc3)cc2)c2nc3c(c(=O)[nH]c(=O)n3C)n2C1 (stereo unspecified)
 : 4%, -5%, 5%, 2%, 3%, -1%, -3%, 10%
[41] Cc1cc(NC(=O)CSc2nc3cc4c(cc3c(=O)n2CCc2ccccc2)OCO4)no1
 : 4%, 13%, 7%, -5%, 7%, -9%, -1%, -10%
[42] CN(C)CCCNC(=O)c1ccccc1Oc1ccccc1
 : -1%, ·, 11%, -7%, 5%, -4%, -5%, 7%
[43] O=C(NCc1ccc2c(c1)OCO2)C1CCN(c2ncccn2)CC1
 : -17%, -4%, 4%, -4%, 0%, -8%, 1%, -15%
